Screening data as filed in PubChem.
GCN5L2 inh = qHTS Assay for Inhibitors of GCN5L2; Histone acetyltransferase KAT2A (Homo sapiens), Q92830; GCN5L2 HAT assay, ThioGlo1 CoA-SH fluorescence; Potency, µM (highest dose often 58.9 µM), without a hit: at the top dose activity change, negative = inhibition, most hits filed as inhibitors; actives 0.21% (n = 390,000); AID 504327, 2011
Target sequence (Q92830 whole entry, looked up): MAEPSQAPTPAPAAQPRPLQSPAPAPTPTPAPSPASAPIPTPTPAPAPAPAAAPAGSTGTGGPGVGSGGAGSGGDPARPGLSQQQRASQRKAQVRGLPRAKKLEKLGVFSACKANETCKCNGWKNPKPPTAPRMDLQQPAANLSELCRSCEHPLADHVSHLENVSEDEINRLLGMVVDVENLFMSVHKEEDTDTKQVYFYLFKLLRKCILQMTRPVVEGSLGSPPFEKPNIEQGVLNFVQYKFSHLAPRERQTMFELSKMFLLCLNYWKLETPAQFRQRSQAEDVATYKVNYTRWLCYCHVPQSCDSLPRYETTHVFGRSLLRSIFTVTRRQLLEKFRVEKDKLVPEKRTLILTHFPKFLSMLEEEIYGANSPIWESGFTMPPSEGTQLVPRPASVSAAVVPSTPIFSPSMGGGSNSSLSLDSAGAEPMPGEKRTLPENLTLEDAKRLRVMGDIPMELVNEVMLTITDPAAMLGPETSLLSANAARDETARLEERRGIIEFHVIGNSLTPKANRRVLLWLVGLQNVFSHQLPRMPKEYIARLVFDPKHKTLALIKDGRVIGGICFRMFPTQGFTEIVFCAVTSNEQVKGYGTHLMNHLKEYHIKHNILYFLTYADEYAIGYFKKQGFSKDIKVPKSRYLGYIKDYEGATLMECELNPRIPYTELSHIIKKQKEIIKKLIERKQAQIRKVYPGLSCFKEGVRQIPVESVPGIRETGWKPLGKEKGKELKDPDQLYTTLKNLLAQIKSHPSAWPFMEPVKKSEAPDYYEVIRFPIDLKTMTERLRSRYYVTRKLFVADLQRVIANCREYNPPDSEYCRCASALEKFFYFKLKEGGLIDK
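Compounds, pin-transferred from DMSO stocks, meet 20nM GCN5L2 for 15 min before the reaction begins with H3(1-25) peptide (75uM) and acetyl-CoA (70uM). Thiol-reactive ThioGlo1 reports CoA release over 20 min at room temperature.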
DT40 TDP1 CPT = qHTS for Inhibitors of human tyrosyl-DNA phosphodiesterase 1 (TDP1): qHTS in cells in presence of CPT. chicken DT40 Tdp1-/-;hTDP1 cells + 20 nM CPT, ATP luminescence, 48 h. Potency, µM (top dose mostly 46.2 µM), for the others: at the top dose activity change, negative = growth inhibition, hits mostly inhibitors. actives 12% (n = 420,000); note: nearly all actives have a fitted effect of over 55% in size
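Chicken DT40 Tdp1-/- cells stably complemented with human TDP1 were seeded at 400 cells/well in medium containing 20 nM camptothecin, exposed to pin-transferred compounds, and grown at 37 °C for at least 48 hr. Viability was read as ATP luminescence.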
TDP1 cell noCPT = qHTS for Inhibitors of human tyrosyl-DNA phosphodiesterase 1 (TDP1): qHTS in cells in absence of CPT | DT40 Tdp1-/- hTDP1 cells, no CPT, ATP luminescence, 48 h | Potency, µM (highest dose often 46.2 µM), for the others: at the highest dose activity change, negative = growth inhibition, hits mostly inhibitors | actives 15% (n = 420,000) | AID 686978, 2013; note: nearly all actives have a fitted effect of over 55% in size
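Growth of hTDP1-complemented DT40 Tdp1-knockout cells is measured by ATP luminescence after at least 48 hr compound exposure at 37 °C, with DMSO substituting for the 20 nM CPT used in the parallel screen.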
* = called active by the depositor; ? = inconclusive; . = not tested or not shown; [ ] = another dose, or the depositor's remark. Calls come from the whole dose curve; as a rule, active = well fitted curve in the direction sought with a large enough effect; inconclusive = small, poorly fitted or top-dose-only effect, or another doubt; inactive = no such curve, though single readings can be large; an effect the other way counts as inactive or inconclusive. % is set by controls: 0 for no effect and ±100 for the full control effect; potency is the fitted concentration of half-maximal effect.

SMILES	GCN5L2 inh	DT40 TDP1 CPT	TDP1 cell noCPT
CC(=O)Nc1cc(C(F)(F)F)ccc1OCCOc1ccccc1	.	?	16.4µM*
O=C(O)C1CN(C(=O)c2ccccc2)c2cc(Cl)ccc2O1 (stereo unspecified)	-6.7%	-8.5%	-13.7%
CCCOc1ccc(C(=O)NC(=S)NCc2cccnc2)cc1	-2.0%	?	?
O=C(NCCC1=CCCCC1)C1CCC(CNc2c(N3CCCC3)c(=O)c2=O)CC1 (stereo unspecified)	-2.3%	-11.1%	-6.7%
COc1ccccc1-c1cc(C(=O)O)c2c(=O)n(C)c(=O)n(Cc3ccccc3)c2n1	-8.2%	18.4%	-1.3%
CC[n+]1ccc(C[n+]2ccccc2)c2ccccc21	28.2µM*	-0.4%	-25.1%
Cc1ccc(-c2cc(C(=O)NCc3ccc4c(c3)OCO4)[nH]n2)c(O)c1C	-7.5%	?	?
CC(Oc1ccc(Cl)cc1)c1ccnn1S(=O)(=O)c1ccc(Cl)cc1 (stereo unspecified)	-29.0%	-12.3%	-14.5%
CCc1noc(C)c1C(=O)N(CC)c1nc2c(C)cccc2s1	-5.1%	?	18.4µM*
CCOc1ccc(-c2cc3nc(C4CCN(C(=O)OC(C)(C)C)CC4)c(C(=O)Nc4cccc(C(F)(F)F)c4)cn3n2)cc1	-26.9%	16.4µM*	?
Cc1ccc(Cl)cc1NC(=O)c1cc(-c2ccc3c(c2)OCCO3)on1	-4.2%	14.6µM*	?
Nc1c(C(=O)Nc2ccc(F)cc2)sc(=S)n1-c1ccccc1F	-14.4%	?	-24.2%
COc1ccc(/C=N/NC(=O)c2ccncc2)cc1COc1ccc(NC(C)=O)cc1	-3.9%	5.8µM*	8.2µM*
C=CCNC(=S)NNC(=O)COc1ccc2cc(Br)ccc2c1	6.0%	?	8.2µM*
O=C(Nc1cccc(Cl)c1)c1nc[nH]c1C(=O)Nc1ccccc1F	.	4.11µM*	7.31µM*
Cc1cccc(NC(=O)C(C)Sc2nnc(-c3cccnc3)o2)c1 (stereo unspecified)	-2.1%	-46.6%	?
Cc1c(C(=O)OCC2CCCCC2)[nH]c2c1C(=O)CC(c1ccc(Cl)cc1)C2 (stereo unspecified)	-3.1%	-12.6%	-4.4%
CCOC(=O)N1CCC(NC(=O)c2cc3c(-c4ccc(OC)c(OC)c4)nn(C)c3s2)CC1	-5.2%	?	20.6µM*
CC(=O)N(C)c1ccc(NC(=O)CCN2C(=O)c3ccccc3C2=O)cc1	-3.0%	6.9%	23.0%
CCCCc1ccc(S(=O)(=O)NC(=O)C2(C)CCN2C(=O)c2ccccc2)cc1 (stereo unspecified)	.	-29.2%	-2.6%
O=C(Nc1ccc2c(c1)OCO2)c1ccc(NC2CC2)c([N+](=O)[O-])c1	34.0%[activator]	20.6µM*	20.6µM*
CC(=O)Cc1nsc(Nc2ccc(Cl)cc2)n1	1.4%	3.9%	-7.2%
Cc1cc2cc(CCNS(=O)(=O)c3ccc(F)cc3)c(=O)[nH]c2cc1C	-8.2%	?	?
CC(C)CCNC(=O)c1onc(CSc2nc3ccccc3[nH]2)c1C(=O)NCCC(C)C	-20.2%	?	16.4µM*
CC1(C)Cc2ccccc2C(=NC(Cc2c[nH]c3ccccc23)C(=O)O)N1 (stereo unspecified)	-6.5%	-4.0%	4.7%
CCOC(=O)c1ccc(NC2Nc3cc(C)nn3S2)cc1 (stereo unspecified)	-9.5%	-0.3%	3.0%
Cc1cc(=O)n(Cc2ccccc2)c2c1c(C)nn2-c1ccccc1	-5.0%	-1.3%	-27.9%
Cc1ccccc1N(CC(=O)NC1CCCC1)C(=O)c1csnn1	-0.4%	12.6%	-4.2%
CC1(C)Cc2c(cnn2-c2ccccc2)-c2c1c1ccccc1n2CC(O)CBr (stereo unspecified)	-6.0%	?	?
COCCn1c(=NC(=O)c2cccs2)sc2cc(NC(C)=O)ccc21	-7.7%	-19.2%	-12.5%
COCCNC(=S)N/N=C/c1c2ccccc2cc2ccccc12	-6.3%	3.66µM*	4.11µM*
Cn1c(=O)c2c(n3c4ccccc4nc13)NC(=O)CC2c1cccc(Cl)c1 (stereo unspecified)	-2.7%	-18.7%	-26.7%
O=C(NC1CCCC1)C1CCCN1C(=O)Nc1ccccc1Cl (stereo unspecified)	1.7%	-4.6%	-7.7%
O=C(O)c1nn(CCOc2ccccc2F)c(=O)c2ccccc12	-0.5%	-16.8%	?
CCOc1ccc(C(=O)NCc2nc3cccnc3n2Cc2cccc(OC)c2)cc1	-8.2%	-17.2%	-19.1%
NS(=O)(=O)c1ccc2nc(NC(=O)C3=COCCO3)sc2c1	-5.4%	7.5%	6.9%
O=C1CCC/C=C\C[C@@H](CC(=O)N(CCO)Cc2ccccc2)C(=O)N2CCC[C@H]2CO1	-1.7%	-20.5%	2.3%
O=C(Cn1c(=O)cnc2ccccc21)N1CCCc2ccccc21	-9.4%	-21.6%	?
CC(C)c1nnc(NC(=O)CCS(=O)(=O)c2nc(-c3cccs3)cc(C(F)(F)F)n2)s1	-9.0%	2.91µM*	4.11µM*
Cc1ccc(Cl)cc1NC(=O)C(C)n1nc(-c2ccccc2)ccc1=O (stereo unspecified)	-7.8%	?	-19.8%
CCOc1ccc(Cl)cc1S(=O)(=O)N1CCC(C(=O)NCc2ccncc2)CC1	-15.4%	6.7%	-0.5%
O=C(O)C1CC(c2ccc(F)cc2)=NO1 (stereo unspecified)	-3.3%[0.501 µM]	-4.1%	-3.9%
CCOC(=O)C1(Cc2ccccc2)CCCN(Cc2ccc(OCCO)cc2)C1 (stereo unspecified)	1.6%	?	-22.5%
CC(=O)c1cccc(NC(=O)NC(C)C2CCCO2)c1 (stereo unspecified)	-8.4%	-8.5%	-8.5%
CN(C)/C=C/C(=O)c1cnc2n(c1=O)CCS2	-11.1%	-8.6%	-4.4%
CCOc1ccc(N2C(=O)CN(C)C2=S)cc1	-3.2%	-10.0%	-11.6%
Cc1ccc2c(c1)C(=O)OC1(O)C3C4C=CC(C4)C3C(=O)N21 (stereo unspecified)	-1.3%	12.4%	18.3%
CCOc1ccc2c(c1)c(=O)c(C(=O)c1ccc(CC)cc1)cn2CC(=O)Nc1ccc2c(c1)OCCO2	1.2%	?	?
COc1cccc(CN(C)C(=O)c2ccc(C)c(S(=O)(=O)N3CCCCC3)c2)c1	0.8%	?	?
O=C(COc1ccccc1F)N1CCCc2ccccc21	-10.8%	-5.2%	-0.9%
Cc1noc(C)c1-c1cncnc1-n1ccnc1	-3.3%	8.6%	-0.5%
O=C(/C=C/c1cccc(Br)c1)Nc1nn[nH]n1	-0.1%	-21.6%	-3.5%
CC(=O)N1CCc2cc(S(=O)(=O)CCC(=O)N3CCN(c4ccccc4)CC3)ccc21	-13.7%	-14.2%	2.4%
CCc1nnc(NC(=O)c2c(-c3ccccc3)noc2C)s1	-0.3%	-21.6%	-7.3%
CC(C)NC(=O)CCCN1C(=O)c2ccccc2Sc2ncccc21	-1.6%	-5.7%	5.7%
Cc1ccc(NC(=S)N2CCN(CCN3C(=O)c4cccc5cccc(c45)C3=O)CC2)cc1	18.3%	?	?
CCCCN(CCCNC(=O)c1ccc(Sc2ccc(Cl)cc2)c(NC(C)=O)c1)c1ccccc1	-1.8%	?	-101.8%
COc1cccc(CN2CCC2(C)C(=O)Nc2ccc(C)c(O)c2)c1F (stereo unspecified)	.	11.6µM*	11.6µM*
COc1ccc(S(=O)(=O)n2nc(C)cc2C)c(C)c1C	-6.8%	-28.2%	-25.4%
c1ccc2c(c1)c1ccccc1n1c(-c3ccc4c(c3)OCO4)nnc21	-1.7%	?	20.6µM*

Entries from the list above that contain a thiophene ring, fused or not:
SMILES	GCN5L2 inh	DT40 TDP1 CPT	TDP1 cell noCPT
CCOC(=O)N1CCC(NC(=O)c2cc3c(-c4ccc(OC)c(OC)c4)nn(C)c3s2)CC1	-5.2%	?	20.6µM*
COCCn1c(=NC(=O)c2cccs2)sc2cc(NC(C)=O)ccc21	-7.7%	-19.2%	-12.5%
CC(C)c1nnc(NC(=O)CCS(=O)(=O)c2nc(-c3cccs3)cc(C(F)(F)F)n2)s1	-9.0%	2.91µM*	4.11µM*

More records follow.
SMILES	GCN5L2 inh	DT40 TDP1 CPT	TDP1 cell noCPT
O=C(NCc1ccc2c(c1)OCO2)c1cccc(Cl)c1	-4.0%	1.1%	-19.2%
O/N=C1/C2C3CC4C5C3C1C5C1(OCCO1)C42 (stereo unspecified)	-2.4%	-3.9%	-0.9%
O=C1CSc2ccc(C(=O)NCCC3=CCCCC3)cc2N1	-1.0%	?	?
COc1cccc(CCNC(=O)c2c(O)nc3cc(C)ccn3c2=O)c1	-0.2%	4.5%	14.0%
COc1ccc(OC)c(NC(=O)C2CCCN2C(=O)OCc2ccccc2)c1 (stereo unspecified)	-0.7%	-12.5%	-15.5%
Cc1ccc(C)c(C(C)NC(=S)NCc2ccc(F)cc2)c1 (stereo unspecified)	-13.5%	23.1µM*	?
O=c1[nH]cnc2scc(-c3ccc(-c4ccccc4)cc3)c12	-3.3%[0.501 µM]	-22.6%	?
Cc1cc(NC(=O)COC(=O)CNS(=O)(=O)c2c(F)cc(F)cc2Br)no1	-1.6%	-9.5%	-5.2%
CC1CCN(S(=O)(=O)c2nnc(NC(=O)c3ccc(C(C)C)cc3)s2)CC1	-1.6%	?	-27.4%
O=C(Nc1nc2ccccc2[nH]1)NC1CCCCC1	-3.5%	?	2.5%
COc1ccc(-c2nc(-c3ccc(Br)o3)no2)cc1	-1.5%	5.9%	-26.3%
CCn1c(SCc2ccc([N+](=O)[O-])cc2)nnc1C(C)NC(=O)c1ccc(C)cc1 (stereo unspecified)	-6.6%	-2.1%	?
CC(=O)c1ccc(NC(=O)/C(=C\c2cccs2)NC(=O)c2ccco2)cc1	-0.7%	-5.2%	8.8%
CCOc1ccc(CC(=O)N2CCN=C2SCc2ccc([N+](=O)[O-])cc2)cc1	-2.6%	?	29.1µM*
Oc1ccccc1N=Cc1c(O)ccc2ccccc12	-7.1%	?	-17.3%
O=C(O)C1CCCCC1C(=O)NC(c1ccccc1)c1ccccc1 (stereo unspecified)	-7.1%	-3.2%	19.1%
Cc1ccc(Cl)cc1NC(C#N)c1ccccc1 (stereo unspecified)	-0.4%	0.6%	?
COc1cc(Cl)c(C)cc1NC(=O)COC(=O)C1=COCCO1	-5.1%	2.3%	4.7%
COc1cccc(C(=S)N2CCCC2)c1OC	-11.1%	-19.1%	-25.1%
Cc1cccc(C(=O)N2CCCCC2CCN2CCCCC2)c1 (stereo unspecified)	1.7%	3.1%	1.7%

Overlap with the part before: 4 entries; new compounds follow.
SMILES	GCN5L2 inh	DT40 TDP1 CPT	TDP1 cell noCPT
Cc1ccc(Cl)cc1NC(C#N)c1ccccc1 (stereo unspecified)	-0.4%	0.6%	?
COc1cc(Cl)c(C)cc1NC(=O)COC(=O)C1=COCCO1	-5.1%	2.3%	4.7%
COc1cccc(C(=S)N2CCCC2)c1OC	-11.1%	-19.1%	-25.1%
Cc1cccc(C(=O)N2CCCCC2CCN2CCCCC2)c1 (stereo unspecified)	1.7%	3.1%	1.7%
COCCN1C(=O)c2ccccc2C1c1nnnn1-c1ccc2c(c1)OCCO2 (stereo unspecified)	.	-9.1%	4.8%
Cc1cccc2cc3c(nc12)SC(=NCC1CCCO1)N(Cc1ccco1)C3 (stereo unspecified)	-21.8%	?	23.1µM*
O=C(NCc1ccco1)Nc1ccc(Br)cc1	-13.2%	-18.9%	?
COc1ccc(NC(=O)c2cccc(F)c2)cc1Cl	-1.6%	-5.4%	-10.4%
COc1ccc(CNC(=O)C(=O)NCC(c2ccco2)S(=O)(=O)c2cccs2)cc1 (stereo unspecified)	-3.8%	-14.4%	?
Cc1cc(NCc2ccc(F)cc2Cl)n2nnnc2n1	0.6%	-13.2%	?
O=C(CN1CCCCCC1)Nc1cccc([N+](=O)[O-])c1	-8.5%	-3.0%	-14.0%
COc1ccc2c(c1)N(C)/C(=C/c1cccc[n+]1C)S2	-19.7%	0.259µM*	0.0103µM*
COc1ccccc1NC(=O)NCCCN1CCN(c2ccc(F)cc2)CC1	-7.6%	?	?
